# ERp5 inh = inhibitors of ERp5-driven insulin aggregation, primary screen, biochemical, turbidity, absorbance 650 nm, single point | 90 min | inhibition, % at 9.99 µM | 0.05% of 350,000 active | AID 651711, 2012;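 active = mean replicate inhibition above about 25%, with every replicate also reaching it, limit read from the data, passing the limit was not always enough; inconclusive = only one of those two criteria met; inactive = neither criterion met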
# RAD52 inh = RAD52 DNA annealing inhibitors, primary screen, biochemical, FRET, single point, set 2; DNA repair protein RAD52 homolog (Homo sapiens), P43351; recombinant RAD52 DNA annealing, FRET fluorescence; inhibition, % at 18.7 µM; 0.46% of 360,000 active;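 active = every replicate showing at least 50% inhibition; inconclusive = mean inhibition at least 50% but not in every replicate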
# ARNT-TACC3 inh = disruptors of ARNT/TACC3 protein interaction, primary screen, biochemical, AlphaScreen, single concentration. Transforming acidic coiled-coil-containing protein 3 (Homo sapiens), Q9Y6A5. AlphaScreen His-ARNT PAS-B/GST-TACC3 binding, luminescence; TACC3 fragment carries E629A point mutation. inhibition, % at 9.99 µM. 0.66% of 390,000 active;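 active = mean inhibition of replicates at least 50% and at least half of replicates each reaching 50%; inconclusive = half or more replicates reach 50% but mean below 50%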;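 also: 0% = complete ARNT plus TACC3 wells and 100% = ARNT alone without TACC3; many hits fall short of the cut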
# RAD54 inh = inhibitors of human RAD54 branch migration, primary screen, biochemical, fluorescence, single point | inhibition, % at 10.4 µM | RAD54 Holliday junction branch migration, FAM/BHQ fluorescence | DNA repair and recombination protein RAD54-like (Homo sapiens), Q92698 | 0.14% of 360,000 active;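 active = mean normalized replicate activity at least 40 and at least half of replicates scoring 40 or more; inconclusive = only one of the two criteria met; inactive = mean below 40 and under half of replicates reaching 40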;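 also: 0% = median of neutral control wells and 100% = median of positive control wells; inhibitors cause a drop in the FAM fluorescence signal; in these data hits start at about 50%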
# Target sequence (Q92698 whole entry, looked up): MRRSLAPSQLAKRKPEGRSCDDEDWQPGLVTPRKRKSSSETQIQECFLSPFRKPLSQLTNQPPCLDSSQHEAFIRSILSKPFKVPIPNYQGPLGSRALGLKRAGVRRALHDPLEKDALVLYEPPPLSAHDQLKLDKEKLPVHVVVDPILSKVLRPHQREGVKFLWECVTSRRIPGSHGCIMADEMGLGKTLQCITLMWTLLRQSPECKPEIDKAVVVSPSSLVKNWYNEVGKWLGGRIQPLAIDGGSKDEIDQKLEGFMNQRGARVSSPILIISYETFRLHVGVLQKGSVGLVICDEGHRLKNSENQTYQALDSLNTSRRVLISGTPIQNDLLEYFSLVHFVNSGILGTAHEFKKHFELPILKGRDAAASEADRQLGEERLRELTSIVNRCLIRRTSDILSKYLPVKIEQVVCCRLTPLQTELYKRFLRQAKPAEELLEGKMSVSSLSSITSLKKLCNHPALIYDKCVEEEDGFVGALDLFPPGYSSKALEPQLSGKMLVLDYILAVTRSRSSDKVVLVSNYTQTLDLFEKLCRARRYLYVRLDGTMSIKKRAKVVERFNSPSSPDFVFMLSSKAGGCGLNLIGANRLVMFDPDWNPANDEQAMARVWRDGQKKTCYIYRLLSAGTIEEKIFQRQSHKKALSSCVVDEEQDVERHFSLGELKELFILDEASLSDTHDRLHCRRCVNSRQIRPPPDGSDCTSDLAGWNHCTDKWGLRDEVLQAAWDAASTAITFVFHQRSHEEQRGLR
# esBAF inh = Bmi1 luciferase reporter increase in mESCs, primary screen, esBAF inhibitor project, mouse ES cells, Bmi1 luciferase knock-in, single point. 24 h; 100% = twice the neutral-well signal. reporter increase, % at 12.5 µM. 2% of 350,000 active. AID 602393, 2012; in the data active = activation above about 40%; inconclusive = no clear call, values can overlap the other calls;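 also: 0% = median of the plate's neutral control wells and 100% = double that signal; a rise in the Bmi1 reporter signal indicates esBAF inhibition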
# PglD inh = C. jejuni PglD acetyltransferase inhibitors, primary screen, biochemical, DTNB colorimetric, single point; AID 602405, 2012; inhibition, % at 12.5 µM; 0.098% of 360,000 active; purified PglD enzyme, DTNB colorimetric CoA detection; UDP-N-acetylbacillosamine N-acetyltransferase PglD (Campylobacter jejuni); in the data active = inhibition above about 16%, passing the limit was not always enough; inconclusive = no clear call, values can overlap the other calls; also: strong numbers were not always called active
# E-sel inducer = E-selectin induction in HUVECs, primary screen, imaging, HUVEC, immunofluorescence imaging, single point | 0.37% of 260,000 active | activation, % at 7.58 µM | P16581 | normalized: neutral wells 0, TNF-alpha wells 100;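 active = mean E-selectin-positive cell signal at least 10% of the positive control, reached in at least 60% of replicates, without over 20% cell loss; inconclusive = no rule given, readout overlaps actives, possibly toxicity-flagged; inactive = the rest, including those meeting only one limit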;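 also: in these data hits start at about 27%; measured in HUVEC primary endothelial cells; signal is the percent of cells scored E-selectin positive by PE staining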
#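 Material: HUVEC primary endothelial cells; Amount: 3,000 cells per well; Dosing: single concentration; Medium: EGM-2 growth medium on 0.1% gelatin-coated wells; Read-out basis: percent E-selectin-positive cells; Signal: immunofluorescence imaging; Control set: TNF-alpha, DMSO.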
# Casp6 inh = human caspase-6 inhibitors, primary screen, biochemical, VEID-R110 fluorescence, single point, set 2 | inhibition, % at 12.5 µM | purified caspase-6, Z-VEID-R110 cleavage fluorescence | 0.53% of 350,000 active | P55212 | AID 686996, 2013;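 active = mean inhibition across replicates at least about 35%, with every replicate also reaching that limit, limit read from the data; inconclusive = only one of the two criteria met; inactive = neither criterion met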;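 also: 0% = median of neutral control wells and 100% = no fluorescence left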
# Target sequence (P55212 24-179 limits assumed): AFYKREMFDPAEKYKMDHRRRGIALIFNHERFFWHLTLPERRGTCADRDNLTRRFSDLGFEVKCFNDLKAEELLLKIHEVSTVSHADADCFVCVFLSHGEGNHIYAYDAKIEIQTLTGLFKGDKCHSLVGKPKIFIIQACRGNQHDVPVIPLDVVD
# Target sequence (P55212 194-293 limits assumed): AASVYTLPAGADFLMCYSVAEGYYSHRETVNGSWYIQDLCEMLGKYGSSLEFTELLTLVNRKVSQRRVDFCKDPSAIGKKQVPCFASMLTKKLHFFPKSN
# * marks the source's active call; other numbers are inactive results; ? = inconclusive; / = not tested or not shown; & = joins results of further samples.
SMILES,ERp5 inh,RAD52 inh,ARNT-TACC3 inh,RAD54 inh,esBAF inh,PglD inh,E-sel inducer,Casp6 inh
Oc1ccc(/C=N/Nc2nc(-c3cccnc3)nc3ccccc23)c(O)c1,0,-16,26,?,58*,-9,-0.2,-1
CN(C(=O)CC1C(=O)NCCN1C/C=C/c1ccccc1)C1CCOCC1 (centres undefined),-4,-7,-4,/,/,/,/,-2
CC(=O)CC(C)(C)S(=O)(=O)c1ccc(Oc2ccc(S(=O)(=O)C(C)(C)CC(C)=O)cc2)cc1,/,/,-7,6,1,0,/,/
Cc1c(C)n(CCC(=O)O)c2ccccc12,2,-23,-7,/,-4,/,/,3
CC(=O)O[C@]1(C(C)=O)CC[C@H]2[C@@H]3C=C(C)C4=CC(=O)CC[C@]4(C)[C@H]3CC[C@@]21C,-8,6,5&8,-9&4,6&0,-9&-1,-0.1,2
C[C@@H]1CN([C@@H](C)CO)C(=O)c2cc(NC(=O)NC3CCCCC3)ccc2O[C@H]1CN(C)C(=O)NC1CCCCC1,2,14,2,0,3,3,0.0,/
CCOC(=O)C1=C(Nc2ccc(C)cc2)CC(C)(O)C(C(=O)OCC)C1c1ccccc1 (centres undefined),/,/,-3,-6,12,-1,/,/
O=C(NCCCNC(=O)c1cnccn1)c1ccc(Cl)cc1,-1,-2,6,-2,-3,2,-0.1,-1
O=C(c1ccc2c(c1)OCO2)N1CCN(c2cccc(C(F)(F)F)c2)CC1,1,-12,27,12,5,1,0.0,4
COc1cc(/C=C/C(=O)O)cc(OC)c1,/,/,29,-4,-2,-1,/,/
COc1ccccc1N1CCN(C(=O)c2ccc(N(C)S(=O)(=O)c3ccccc3)cc2)CC1,2,-15,/,1,0,1,/,-3
CCC(C)NC(=O)c1ccccc1-c1ccccc1C(=O)NC(C)CC (centres undefined),-3,-6,0,-5,2,-6,0.1,-5
Cc1ccc2[nH]c(CNC(=O)C3CCCCC3)cc2c1,0,-17,2,-27,11,-3,0.7,-3
COc1ccc([N+](=O)[O-])cc1NC(=O)C1(c2ccccc2)CCOCC1,-1,-17,1,-6,3,-2,3.5,7
CCCC#Cc1cnc2c(c1)C(=O)N([C@H](C)CO)C[C@H](C)[C@H](CN(C)S(=O)(=O)c1ccccc1)O2,0,6,-5,-3,-5,0,0.0,1
C[C@@H]1CN([C@@H](C)CO)C(=O)Cc2cc(NC(=O)Nc3ccc(F)cc3)ccc2O[C@@H]1CN(C)C(=O)Nc1ccc(C(F)(F)F)cc1,/,/,/,-3,-3,3,25,/
CO[C@H]1CN(C)C(=O)c2cc(NC(=O)c3nc4ccccc4s3)ccc2OC[C@@H](C)NC[C@H]1C,-3,-12,-11,9,5,1,0.6,-1
N#Cc1ccc(C(=O)NCC2CCN(C(=O)C(=O)c3cccs3)CC2)cc1,14,11,/,/,/,/,0.4,3
COc1ccccc1CN1[C@@H](CC(C)=O)c2cc(C(F)(F)F)ccc2S1(=O)=O,2,-34,-5,-5,-6,3,-0.3,2
C[C@@H]1CCCCO[C@H](CN(C)Cc2ccc(Cl)c(Cl)c2)[C@@H](C)CN([C@H](C)CO)C(=O)c2cc(NS(C)(=O)=O)ccc2O1,-7,4,-6,0,-7,-1,/,-3
COc1ccc(S(=O)(=O)NCCC(=O)NC2CCCCCCC2)cc1,/,/,-2,-10,1,-1,/,/
COc1ccc(S(=O)(=O)Nc2ccc3c(c2)C(=O)N([C@H](C)CO)C[C@H](C)[C@@H](CN(C)C(=O)Nc2ccccc2)OCCCC[C@H](C)O3)cc1,/,/,-14,-2,8,4,-0.4,/
COCCCn1nnnc1SCC(=O)Nc1ccc2c(c1)OCCO2,-7,-18,-7,5,-2,0,-0.8,5
Cc1ccc(-c2cc(-c3n[nH]c(=S)n3C)c3ccccc3n2)cc1,2,-9,12,/,/,/,/,2
CC(=O)c1oc2ccccc2c1NC(=O)CN1CCCCC1,-6,2,2,-26,-6,-5,/,6

# Other results.
SMILES,ERp5 inh,RAD52 inh,ARNT-TACC3 inh,RAD54 inh,esBAF inh,PglD inh,E-sel inducer,Casp6 inh
Nc1nc2c(ncn2[C@@H]2O[C@H](C(=O)N[C@H](Cc3ccccc3)C(=O)NCCCc3ccccc3)[C@@H](O)[C@H]2O)c(=O)[nH]1,-2,4,/,/,/,/,-0.2,-2
Cc1cc(OCC#N)nc(N)n1,1,-5,-5,-4,2,0,0.5,/
COc1ccc(N2CCN(C(=O)CCC(=O)NNc3nc4ccccc4c4nc(C)nn34)CC2)cc1,-4,-5,6,/,/,/,/,-2
C/C(=N\Nc1ccc(Cl)c(C(=O)O)c1)c1ccc2c(c1)OCO2,4,-19,-1,9,28,2,0.1,3
O=C(Nc1nsc(-c2ccccc2)n1)c1ccncc1,/,/,-8,-4,-2,-8,/,/
CCOC(=O)[C@]12CCCC=C1N(Cc1ccc(Cl)cc1Cl)C(=O)[C@H](CC(=O)N1CCSCC1)C2,2,-3,/,/,/,/,-0.4,-4
Brc1ccc(-n2cc(-c3ccccc3)c3c(NN4CCOCC4)ncnc32)cc1,7,-14,1,1,/,6,/,0
Cc1ccc(S(=O)(=O)NNC(=O)C2CCN(Cc3ccccc3)CC2)cc1,/,/,-3,-5,-8,9,/,/
Cc1cccc(NC(=O)Nc2ccc3c(c2)C(=O)N(C)[C@H]2CC[C@@H](CC(=O)O)O[C@@H]2CO3)c1,9,-1,4,3,6,0,0.0,6
O=S(=O)(NCc1ccco1)c1ccc(Cl)s1,3,-2,-5,-7,-4,2,1.0,2
CNC(=O)NC(=O)C(OC(=O)Cc1cccc(C(F)(F)F)c1)c1ccccc1 (centres undefined),0,-13,16,7,-6,-5,/,2
O=C(CSc1nnc2sc3ccccc3n12)c1ccco1,/,/,6,5,36,-3,/,/
C[C@H](CO)N1C[C@H](C)[C@@H](CN(C)Cc2ccc(Oc3ccccc3)cc2)Oc2ccc(N(C)C)cc2CC1=O,-4,10,43,-20,1,-2,0.1,0
O=C(CSc1nc2ccccc2o1)N/N=C/c1ccc(O)c(O)c1,1,5,21,-6,62,2,-1.7,63*
C[C@H](CO)N1C[C@H](C)[C@@H](CN(C)Cc2ccc(-c3ccccc3)cc2)Oc2ccc(NC(=O)CCCCCC(=O)Nc3ccccc3N)cc2CC1=O,2,-20,0,4,?,0,0.2,1
CCOc1ccccc1N1CCN(c2nc3ccccc3nc2C(C#N)C(=O)OC)CC1 (centres undefined),/,/,-2,0,-5,-25,/,/
C[C@@H]1CCCCO[C@@H](CN(C)C(=O)Cc2ccccc2)[C@H](C)CN([C@@H](C)CO)C(=O)c2cc(NC(=O)c3ccncc3)ccc2O1,0,6,-5,5,4,1,-0.3,2
COc1cc(OC)c(N(C)C(=O)CCNC(=O)Cn2cnc3ccccc3c2=O)cc1Cl,/,/,-14,-12,-8,0,/,/
CC(NC(=O)c1cc(=O)[nH]c2ccc(Br)cc12)c1ccccc1 (centres undefined),-11,-13,/,/,/,/,3.8,1
COCCN(CCOC)S(=O)(=O)c1ccc(C(=O)Nc2nnc(COC)o2)cc1,2,-18,32,/,-1,/,/,-1
Cc1cccc(NC(=O)C2CCCN(c3nc(C)cc(C)n3)C2)c1 (centres undefined),4,-14,-12,-5,-10,-2,/,0
COc1ccccc1N1CCN(C2CCN(C(=O)COc3ccccc3)CC2)CC1,5,0,-1,-7,3,-1,0.0,1
N#Cc1c2ncn(CC(=O)c3ccc(Br)cc3)c(=O)c2c2n1CCC2,/,/,23,0,-7,2,/,/
CC(=O)C1C(c2ccc(O)cc2)NC(=O)NC1(O)C(F)(F)F (centres undefined),1,8,2,12,-6,-5,7.7,1
O=C(C[C@H]1C/C=C\C[C@H](Cc2ccc(F)cc2)C(=O)O[C@@H](c2ccccc2)CNC1=O)NCCO,3,-15,-2,-1,-2,7,-0.6,5

# Ordered by molar mass (high to low): part of the list above
SMILES,ERp5 inh,RAD52 inh,ARNT-TACC3 inh,RAD54 inh,esBAF inh,PglD inh,E-sel inducer,Casp6 inh
C[C@H](CO)N1C[C@H](C)[C@@H](CN(C)Cc2ccc(-c3ccccc3)cc2)Oc2ccc(NC(=O)CCCCCC(=O)Nc3ccccc3N)cc2CC1=O,2,-20,0,4,?,0,0.2,1
C[C@@H]1CCCCO[C@@H](CN(C)C(=O)Cc2ccccc2)[C@H](C)CN([C@@H](C)CO)C(=O)c2cc(NC(=O)c3ccncc3)ccc2O1,0,6,-5,5,4,1,-0.3,2
C[C@H](CO)N1C[C@H](C)[C@@H](CN(C)Cc2ccc(Oc3ccccc3)cc2)Oc2ccc(N(C)C)cc2CC1=O,-4,10,43,-20,1,-2,0.1,0
Brc1ccc(-n2cc(-c3ccccc3)c3c(NN4CCOCC4)ncnc32)cc1,7,-14,1,1,/,6,/,0
COCCN(CCOC)S(=O)(=O)c1ccc(C(=O)Nc2nnc(COC)o2)cc1,2,-18,32,/,-1,/,/,-1
O=C(CSc1nc2ccccc2o1)N/N=C/c1ccc(O)c(O)c1,1,5,21,-6,62,2,-1.7,63*
C/C(=N\Nc1ccc(Cl)c(C(=O)O)c1)c1ccc2c(c1)OCO2,4,-19,-1,9,28,2,0.1,3
CC(=O)C1C(c2ccc(O)cc2)NC(=O)NC1(O)C(F)(F)F (centres undefined),1,8,2,12,-6,-5,7.7,1
O=C(CSc1nnc2sc3ccccc3n12)c1ccco1,/,/,6,5,36,-3,/,/
O=C(Nc1nsc(-c2ccccc2)n1)c1ccncc1,/,/,-8,-4,-2,-8,/,/

# More entries follow.
SMILES,ERp5 inh,RAD52 inh,ARNT-TACC3 inh,RAD54 inh,esBAF inh,PglD inh,E-sel inducer,Casp6 inh
O=C(Nc1cc([N+](=O)[O-])ccc1O)c1cccc(NC(=O)c2ccco2)c1,0,-7,2,3,-1,-3,/,0
CC(=O)c1cccc(NC(=O)Cn2cnc(S(=O)(=O)N3CCOCC3)c2)c1,/,/,7,4,3,0,/,/
CN(C)C(=O)c1ccc(-c2ccc([C@H]3[C@H](CO)N4C(=O)CN(C(=O)C5CC5)C[C@@H]34)cc2)cc1,6,7,/,/,/,/,-0.3,-2
CC(OC(=O)c1cccc(S(=O)(=O)N2CCOCC2)c1)C(=O)NCC1CCCCC1 (centres undefined),1,-12,/,-12,2,-1,/,-1
Cc1ccc(NC(=O)Nc2ccc3c(c2)C(=O)N(C)[C@H]2CC[C@H](CC(=O)NCC(F)(F)F)O[C@H]2CO3)cc1,-3,14,-11,3,7,-1,0.1,2
CN1CCN(c2ccc(C(=O)NC3CCCCC3)cc2[N+](=O)[O-])CC1,-9,-9,-5,/,/,/,1.3,-3
CCOC(=O)Cc1csc(NC(=O)CCCN2C(=O)c3ccccc3C2=O)n1,/,/,2,-8,-2,0,/,/
CS(=O)(=O)Nc1ccc2c(c1)[C@H]1C[C@H](CC(=O)NC3CCCCC3)O[C@H](CO)[C@H]1O2,6,4,-4,-3,1,5,-0.7,-1

# Screening results: PubChem, Broad Institute
